NadD inh – inhibitors of S. aureus NadD, primary screen, biochemical, colorimetric, uHTS; 360,000 compounds, 0.78% hits; Nicotinate-nucleotide adenylyltransferase NadD (Staphylococcus aureus N315); purified NadD enzyme, colorimetric absorbance read-out; inhibition, % at 20 µM; in the data active = inhibition above about 26%; also: some compounds past the cut are filed as inactive
LMPTP block – LMPTP phosphatase inhibitors, primary screen, biochemical, fluorescence intensity, uHTS | Low molecular weight phosphotyrosine protein phosphatase (Homo sapiens), P24666 | recombinant LMPTP-A, OMFP fluorogenic substrate | inhibition, % at 20 µM | 360,000 compounds, 0.22% hits | AID 651560, 2012;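 active = compounds that cut the enzyme signal by at least half of the control window in the single-dose screen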;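 also: plate controls were DMSO wells with enzyme plus substrate for no effect and substrate without enzyme for full effect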
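Assay system: LMPTP-A enzyme. Input: 0.625 nM LMPTP-A final. Probe or stimulus: 400 µM OMFP. Compound dosing: single 20 µM dose. Schedule: 50 min dark incubation at room temperature. Detection: fluorescence intensity of OMFP turnover product. Read-out: percent inhibition versus substrate-only and uninhibited controls. Benchmarks: no-enzyme low control, uninhibited high control.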
DNMT1 inh – human DNMT1 methyltransferase inhibitors, primary screen, biochemical, molecular beacon, fluorescence, HinP1I cleavage, uHTS; inhibition (reported as % activation of signal), % at 10 µM; DNA (cytosine-5)-methyltransferase 1 (Homo sapiens), P26358; 360,000 compounds, 0.83% hits; in the data active = inhibition above about 50%
STEP block – STEP phosphatase inhibitors, primary screen, biochemical, fluorescence intensity, uHTS; recombinant STEP, OMFP fluorogenic substrate; inhibition, % at 20 µM; 360,000 compounds, 0.25% hits; AID 588621, 2011;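 active = inhibition at 20 µM, scaled per plate between control wells, above about 37%, limit read from the data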;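 also: 0% = DMSO with enzyme and substrate and 100% = substrate only without enzyme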
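System: STEP phosphatase, cell-free reaction; Buffer or medium: Bis-Tris pH 6.0 buffer with DTT, detergent; Incubation: 20 min at room temperature, dark; Measured by: fluorescence, 480/540 nm.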
Scp1 inh – Scp-1 phosphatase inhibitors, primary screen, biochemical, colorimetric, uHTS. Carboxy-terminal domain RNA polymerase II polypeptide A small phosphatase 1 (Homo …. Recombinant Scp1, phosphopeptide, malachite green phosphate absorbance. inhibition, % at 20 µM. 340,000 compounds, 0.88% hits. AID 493091, 2011;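 active = inhibition above about 50% at 20 µM, limit read from the data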;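 also: plate controls were DMSO wells with enzyme for no effect and wells lacking enzyme for full effect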
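assay system = SCP-1 phosphatase catalytic domain, residues 76-261 | buffer or medium = 50 mM Tris acetate pH 5.5, 0.005% Tween-20, 10 mM MgCl2 | incubation = enzyme reaction 45 min at room temperature, colour 5 min, stabilisation 30 min | signal = Phosphate-binding colour reagent, absorbance read at 630 nm | measure = % inhibition at 20 µM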
SUMO1 PPI mod – modulators of SUMO1 protein-protein interactions, primary screen, biochemical, uHTS; inhibition, % at 20 µM; SUMO1 binding to a labelled peptide, TR-FRET, 1 h; 360,000 compounds, 0.33% hits; AID 602429, 2012; in the data active = inhibition above about 37%
Rpn11 inh – Rpn11 (PSMD14) deubiquitinase inhibitors, primary screen, biochemical, fluorescence polarization, uHTS | 26S proteasome non-ATPase regulatory subunit 14 (Homo sapiens), O00487 | human 26S proteasome, Ub4-pepOG fluorescence polarization; 20S core pre-blocked with epoxomicin | calls only at 20 µM | 360,000 compounds, 0.59% hits | AID 588493, 2011;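 active = inhibition at 20 µM, scaled to each plate's controls, above about 33%, limit read from the data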
CSN deneddyl inh – inhibitors of CSN-mediated cullin deneddylation, primary screen, biochemical, fluorescence polarization, uHTS | COP9 signalosome complex subunit 5 (Homo sapiens), Q92905 | Purified CSN, SCF-Nedd8-OG deneddylation | inhibition, % at 12.5 µM | 360,000 compounds, 0.38% hits | AID 651999, 2013;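 active = pattern-corrected inhibition above about 35%, with an unprinted fluorescence ratio check between 0.5 and 1.5, limit read from the data, passing the limit was not always enough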;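 also: 0% = enzyme with substrate and 100% = substrate without enzyme; some results filed as inactive read as strong as hits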
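Assay system: purified human Csn5 enzyme expressed in HEK293T cells; measure: % inhibition; also added: SCFSkp2-Nedd8OG substrate at 10 nM final; technique: fluorescence polarization; times: reaction 90 min, room temperature; medium: Tris buffer pH 7.5, NaCl, DTT, Tween-20, trehalose, ovalbumin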
Rin1 Abl inh – inhibitors of Rin1-Abl protein binding, primary screen, biochemical, TR-FRET. Tyrosine-protein kinase ABL1 (Homo sapiens) + Ras and Rab interactor 1 (Homo sapiens), …. inhibition, % at 7.35 µM. 360,000 compounds, 0.4% hits. AID 588664, 2011; in the data active = inhibition above about 5%, passing the limit was not always enough
Target sequence (P00519 whole entry, looked up): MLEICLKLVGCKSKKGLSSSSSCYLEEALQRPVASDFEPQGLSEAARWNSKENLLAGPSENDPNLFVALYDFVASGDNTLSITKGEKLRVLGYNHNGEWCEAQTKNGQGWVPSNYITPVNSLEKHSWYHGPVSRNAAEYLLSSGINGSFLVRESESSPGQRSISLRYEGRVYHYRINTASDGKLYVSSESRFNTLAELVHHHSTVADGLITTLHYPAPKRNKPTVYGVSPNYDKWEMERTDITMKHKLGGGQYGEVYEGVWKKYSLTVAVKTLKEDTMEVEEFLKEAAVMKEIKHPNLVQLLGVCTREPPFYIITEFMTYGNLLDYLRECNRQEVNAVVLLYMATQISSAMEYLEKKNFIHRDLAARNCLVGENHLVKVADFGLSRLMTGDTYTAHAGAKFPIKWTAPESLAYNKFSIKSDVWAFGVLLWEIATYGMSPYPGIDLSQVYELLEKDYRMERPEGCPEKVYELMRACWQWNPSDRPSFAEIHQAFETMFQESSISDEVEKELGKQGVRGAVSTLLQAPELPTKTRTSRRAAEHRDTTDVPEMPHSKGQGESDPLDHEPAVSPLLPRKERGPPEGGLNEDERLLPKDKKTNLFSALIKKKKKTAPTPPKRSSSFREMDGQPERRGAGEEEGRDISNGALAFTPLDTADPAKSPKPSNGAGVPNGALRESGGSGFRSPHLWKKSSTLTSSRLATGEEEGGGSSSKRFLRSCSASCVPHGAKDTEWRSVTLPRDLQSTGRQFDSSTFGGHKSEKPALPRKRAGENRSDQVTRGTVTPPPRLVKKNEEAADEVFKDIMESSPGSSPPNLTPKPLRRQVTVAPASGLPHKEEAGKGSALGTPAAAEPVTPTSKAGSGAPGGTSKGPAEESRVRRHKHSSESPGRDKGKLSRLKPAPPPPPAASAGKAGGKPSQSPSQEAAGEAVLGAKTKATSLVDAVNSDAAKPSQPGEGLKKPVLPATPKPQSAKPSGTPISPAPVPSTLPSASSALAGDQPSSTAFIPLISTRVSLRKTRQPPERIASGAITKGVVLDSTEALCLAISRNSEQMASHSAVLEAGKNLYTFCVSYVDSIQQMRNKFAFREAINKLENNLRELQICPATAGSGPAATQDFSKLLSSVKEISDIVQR
Target sequence (Q13671 whole entry, looked up): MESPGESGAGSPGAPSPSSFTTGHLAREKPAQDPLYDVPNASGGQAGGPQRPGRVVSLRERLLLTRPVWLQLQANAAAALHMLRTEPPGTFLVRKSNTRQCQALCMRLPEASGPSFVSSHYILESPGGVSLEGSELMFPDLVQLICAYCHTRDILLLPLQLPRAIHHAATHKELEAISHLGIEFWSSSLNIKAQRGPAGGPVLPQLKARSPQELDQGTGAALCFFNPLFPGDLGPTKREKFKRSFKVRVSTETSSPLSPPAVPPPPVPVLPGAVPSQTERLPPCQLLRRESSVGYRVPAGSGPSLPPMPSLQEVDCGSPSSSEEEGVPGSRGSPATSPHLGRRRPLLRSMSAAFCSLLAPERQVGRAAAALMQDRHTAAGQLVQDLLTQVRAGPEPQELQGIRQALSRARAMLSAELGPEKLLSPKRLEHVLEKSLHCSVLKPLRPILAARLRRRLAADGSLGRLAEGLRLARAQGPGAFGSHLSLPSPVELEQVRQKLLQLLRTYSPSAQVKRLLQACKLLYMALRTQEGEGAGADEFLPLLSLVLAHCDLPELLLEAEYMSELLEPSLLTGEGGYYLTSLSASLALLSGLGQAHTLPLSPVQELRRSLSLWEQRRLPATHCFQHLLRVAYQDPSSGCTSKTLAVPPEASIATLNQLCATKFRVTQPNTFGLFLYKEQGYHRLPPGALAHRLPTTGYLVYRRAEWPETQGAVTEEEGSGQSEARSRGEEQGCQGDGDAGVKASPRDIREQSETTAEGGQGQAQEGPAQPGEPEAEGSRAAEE
Neddyl block – inhibitors of cullin neddylation, primary screen, biochemical, TR-FRET, uHTS, NAE and Ubc12; NEDD8-conjugating enzyme Ubc12 (Homo sapiens) + NEDD8-activating enzyme E1 regulatory …; calls only at 25 µM; 360,000 compounds, 0.58% hits; AID 651699, 2012; in the data active = inhibition above about 36%
Active calls of the source: *; i = inactive; / = no result given; + = active, no number; & = joins results of further samples.

SMILES	NadD inh	LMPTP block	DNMT1 inh	STEP block	Scp1 inh	SUMO1 PPI mod	Rpn11 inh	CSN deneddyl inh	Rin1 Abl inh	Neddyl block
Cc1ccc(S(=O)(=O)NCCCN2CCCC2)cc1	-4	-1.1	2	3	-7	2	i	1	-5	i
CCNCc1cc2cc(C)ccc2[nH]c1=O	2	0.2	0	-5	-4	-4	+	11	-2	i
CCOC(=O)C(NC(=O)c1ccccc1)=C1CCCCC1	-6	0.6	2	-2	-10	-1	i	-2	-1	i
CCCc1cc(C(=O)Nc2sc(C)c(CC)c2C#N)no1	-4	0.9	2	-4	10	9	i	-4	1	i
COC(=O)Cc1ccc(OC(=O)c2cccc(S(=O)(=O)N3CCN(C)CC3)c2)cc1	-6	-3.4	15	-1	-9	-3	i	4	-1	i
Cc1cc(C)nc(NC(=O)/C=C/c2ccccc2Cl)c1	-10	1.6	-2	0	-6	-10	i	0	-3	i
CNC(=O)c1c(NC(=O)CS(=O)(=O)c2ccccc2)sc(C)c1C	-2	-2.6	1	-1	0	0	i	3	3	i
Cc1ccc2[nH]c(=O)c(CN(C(=O)c3cccc([N+](=O)[O-])c3)C(C)C)cc2c1	-2	-1.6	0	1	3	-18	i	7	-4	i
Fc1ccc(Cn2nnnc2CN2CCN(C3CCCC3)CC2)cc1	3	-4.9	18	-6	42	2	i	0	2	i
COC(=O)/C=C1\S/C(=N/N=C/c2ccc(Cl)cc2)NC1=O	1	-3.0	-5	0	0	-9	i	-1	-2	i
Cc1ccc(S(=O)(=O)Nn2c(C)nnc2-n2nc(C)cc2C)cc1	1	-2.5	3	-2	2	-2	i	3	-1	i
CC1(C(=O)Nc2ccc(Cl)c(Cl)c2)CCN1C(=O)C1CCCCC1 (centres undefined)	-7	0.4	-2	1	/	4	i	1	-2	i
CCOC(=O)c1c(S(=O)(=O)NCC(=O)N2CCN(c3ccccc3)CC2)c(C)n(C)c1C	-1	-1.1	-2	-3	-5	-6	i	0	3	i
O=C(O)c1ccn2c(C(=O)c3ccc(Cl)cc3)c(-c3ccccc3)cc2c1	-9	1.3	-1	3	-2	-9	i	0	-3	i
COc1cc(S(=O)(=O)NCCCn2ccnc2)ccc1F	6	-1.5	-1	0	-1	-2	i	4	-1	i
CC(C)n1cc(C(=O)N2CCCC(N3CCN(c4ccc(F)cc4)CC3)C2)cn1 (centres undefined)	-3	-1.2	2	-1	-8	6	i	-4	1	i
Cc1cccc(NC(=S)NC2CCSc3ccccc32)c1 (centres undefined)	-9	2.4	1	0	5	1	i	0	-1	i
Cc1cc(C)c2sc(N(CCCN(C)C)C(=O)c3ccc(S(=O)(=O)N(C)Cc4ccccc4)cc3)nc2c1	3	0.8	0	6	4	-35	i	4	4	i
Cc1ccc(NC(=O)c2c(O)c3ccccc3n(C)c2=O)nc1	-2	-1.6	15	2	-7	17	i	1	3	i
COc1ccc(CC(=O)NNC(=S)Nc2ccccc2)cc1Cl	-6	-2.1	5	0	-10	5	i	-11	1	i
CS(=O)(=O)N1CCN(c2ccc(NC(=O)CSc3nnc(-c4ccco4)o3)cc2)CC1	4	-0.1	1	-1	-3	0	i	-2	3	i
COc1ccc(N2CCN(S(=O)(=O)c3cccs3)CC2)cc1	-6	0.1	2	2	1	-3	i	-2	2	i
O=C1N/C(=C/c2ccco2)C(=O)N1Cc1ccccc1F	-5	5.2	21	4	9	-6	i	8	1	i
CC1(C)Cc2cccc(OC(=O)NCCc3ccc(F)cc3)c2O1	-6	18	/	/	/	4	/	4	/	i

Part of the list above in order of heavy-atom count, ascending:
SMILES	NadD inh	LMPTP block	DNMT1 inh	STEP block	Scp1 inh	SUMO1 PPI mod	Rpn11 inh	CSN deneddyl inh	Rin1 Abl inh	Neddyl block
COc1cc(S(=O)(=O)NCCCn2ccnc2)ccc1F	6	-1.5	-1	0	-1	-2	i	4	-1	i
Cc1ccc(NC(=O)c2c(O)c3ccccc3n(C)c2=O)nc1	-2	-1.6	15	2	-7	17	i	1	3	i
CS(=O)(=O)N1CCN(c2ccc(NC(=O)CSc3nnc(-c4ccco4)o3)cc2)CC1	4	-0.1	1	-1	-3	0	i	-2	3	i

Further entries.
SMILES	NadD inh	LMPTP block	DNMT1 inh	STEP block	Scp1 inh	SUMO1 PPI mod	Rpn11 inh	CSN deneddyl inh	Rin1 Abl inh	Neddyl block
COc1cc(/C=N/NC(=O)COc2cccc(F)c2)ccc1OS(=O)(=O)c1ccc(C)cc1	-4	4.6	-13	2	-7	-1	i	-15	-1	i
CCc1nn(CCCC(=O)NCc2ccccc2C)c(=O)c2cc3occc3n12	10	7.4	1	0	1	-6	i	-5	1	i
COc1cc(C(=S)N2CCCC2)ccc1OCC(N)=O	2	-2.3	1	0	-2	0	i	-3	1	i
C[C@@H]1CN([C@H](C)CO)S(=O)(=O)c2ccc(C#Cc3ccccc3F)cc2O[C@@H]1CN(C)C(=O)Cc1ccccc1	-15	3.4	-27	2	/	8	i	-3	0	i
CC1(c2nnc(-c3ccccc3)o2)CC(c2c(Cl)cccc2Cl)=NO1 (centres undefined)	-12	0.1	-2	-1	-9	-2	i	1	0	i
COc1ccccc1N(CC(=O)NC1CCCCC1)C(=O)CCC(=O)Nc1ccccn1	-3	-0.9	-3	2	-2	0	i	0	2	i
CCCCCCCn1c2c(c(=N)c3c1CCC3)CCCC2	19	0.6	1	2	11	-3	i	-7	0	i
O=C(Cn1cncn1)NCCCc1ccccc1	0	-0.2	10	-4	2	-3	i	5	1	i
CN(C)c1ccc(C(CNC(=O)c2ccc(-c3ccccc3)cc2)N2CCOCC2)cc1 (centres undefined)	-4	0.3	-2	3	/	-1	i	-1	-2	i
COc1ccc(C(=O)C2CC2)cc1	3	-0.6	0	-4	1	0	i	1	4	i
COc1ccccc1C1=CC(=O)CCC1	-2	-0.3	2	-4	-11	3	i	-2	-1	i
Cc1cccc(C(=O)NNC(=O)c2ccc(Br)cc2)c1	-1	-1.1	-1	15	-1	-2	i	0	0	i
COc1cc(CNc2ccc(N3CCCC3)cc2)cc(Cl)c1OC	21	9.2	-17	2	-1	-17	i	9	-3	i
Cc1noc(N)c1C(=O)Nc1ccc(F)cc1	-2	-0.5	2	0	-9	0	i	16	4	i
CCCn1nc(C(=O)Nc2cc(C(=O)OC)ccc2C)c2ccccc2c1=O	-5	-1.1	6	4	-4	0	i	-5	2	i
Cc1sc(NC(=O)Cc2ccc3c(c2)OCO3)nc1-c1ccc2c(c1)CCN2C(=O)c1ccccc1F	37*	0.8	-9	0	11	-9	i	-1	-3	i
O=C(c1ccc(Cl)s1)N1CCN(c2nc3ccccc3s2)CC1	4	1.3	1	0	33	2	i	-3	2	i
O=C(Cc1ccccc1)N1CCC(c2ccccc2)C1 (centres undefined)	-2	-1.5	1	-3	-5	0	i	1	-4	i
O=C(O)C1CC(O)CN1S(=O)(=O)c1ccc2ccccc2c1 (centres undefined)	0	-1.6	3	0	-5	-6	i	-3	1	i
COc1cccc(CN2CCN(S(=O)(=O)c3ccc(Cl)s3)CC2)c1	-3	2.1	0	0	-7	3	i	1	-3	i
Cc1cc(N2CCCC2)nc(-c2ccccc2O)n1	-2	1.2	0	6	-13	69*	i	-4	0	i
CC(=O)c1ccc(N/C=C\C(=O)c2ccc(C)cc2)cc1	-3	0.8	10	3	-7	-3	i	-4	5	i
CCN(CC(=O)Nc1c(F)cccc1F)C(=O)C1CCC1	-3	-0.9	0	2	-1	0	i	-1	-2	i
C/C(Cn1nc([N+](=O)[O-])cc1C)=N\NC(=O)c1ccc(O)cc1O	-2	-2.0	2	2	-10	0	i	0	0	i
O=C(COC(=O)c1cccc(Cl)c1Cl)NCCN1C(=O)CSC1=O	7	-1.3	-4	0	-2	2	i	-6	2	i
O=C(Nc1ccccc1N1CCCC1)c1cccc(S(=O)(=O)N2CCOCC2)c1	-2	-0.6	0	2	-9	3	i	-8	-1	i
CCOC(=O)c1cc(S(=O)(=O)Nc2cccc(OC)c2)cn1C	-2	-1.6	2	-4	-9	2	i	3	3	i
CCCS(=O)(=O)NC(=O)C1(C)CCN(C(=O)c2cccc(C(F)(F)F)c2)C1 (centres undefined)	3	-2.0	1	-3	/	4	i	0	0	i
Cc1cc(=O)oc2cc(OCC(O)CN3CCc4ccccc4C3)ccc12 (centres undefined)	-4	-0.3	0	3	0	-10	i	-1	-1	/
S=C(NNC(=S)NC1CC2C=CC1C2)NC1CC2C=CC1C2 (centres undefined)	-1	0.4	0	1	2	3	i	-4	1	i
COc1ccccc1N1CCN(C(=O)c2cc3c(C)nc4ccccc4c3o2)CC1	-10	3.5	2	1	-6	5	i	1	-1	i
Cc1ccc(C(=O)NCC(=O)OCC(=O)Nc2cc(C)c(C)cc2[N+](=O)[O-])cc1	-10	-0.5	4	3	-8	1	i	3	1	i
COc1ccc(-c2nc(SCC(=O)N3CCCC3)n[nH]2)cc1	-7	0.3	2	0	-7	-2	i	0	-1	i
CN(C)CCCNCCCNC(=O)c1ccco1	6&6	-10&-11	-43&-16	-6&7	5&-5	-58&-48	i	0&-1	4&2	i
O=C(COc1cccc2cccnc12)NNC(=O)Nc1ccccc1	-3	-1.0	0	-2	-9	-9	i	2	-1	i
Cn1c(=O)[nH]c(=O)c2c1nc(CN1CCN(c3cccc(Cl)c3)CC1)n2Cc1ccccc1Cl	7	2.3	-9	0	3	4	i	-2	-3	i
COc1ccc(C(=O)N(Cc2cccs2)C2CCS(=O)(=O)C2)cc1 (centres undefined)	-3	-1.7	0	-3	-4	-1	i	-1	3	i

Results in STEP block (5 entries from above):
SMILES,STEP block
CC1(c2nnc(-c3ccccc3)o2)CC(c2c(Cl)cccc2Cl)=NO1 (centres undefined),-1
COc1ccccc1N(CC(=O)NC1CCCCC1)C(=O)CCC(=O)Nc1ccccn1,2
CCCCCCCn1c2c(c(=N)c3c1CCC3)CCCC2,2
O=C(Cn1cncn1)NCCCc1ccccc1,-4
CN(C)c1ccc(C(CNC(=O)c2ccc(-c3ccccc3)cc2)N2CCOCC2)cc1 (centres undefined),3

Rpn11 inh: what is marked active above
SMILES	NadD inh	LMPTP block	DNMT1 inh	STEP block	Scp1 inh	SUMO1 PPI mod	Rpn11 inh	CSN deneddyl inh	Rin1 Abl inh	Neddyl block
CCNCc1cc2cc(C)ccc2[nH]c1=O	2	0.2	0	-5	-4	-4	+	11	-2	i
